Screening results from PubChem BioAssay.
proCasp7 act – procaspase-7 activators, primary screen, counter-screen for procaspase-3 activator project, biochemical, absorbance, HTS, human | Caspase-7 (Homo sapiens), P55210 | recombinant procaspase-7, Ac-DEVD-pNA absorbance 405 nm; D23A/D198A/D206A triple mutant, cannot self-cleave; scale: DMSO 0, 5 µM enzyme 100 | activation, % at 8.5 µM | 330,000 compounds, 0.093% hits;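 active means percent activation above the screen-wide mean plus 3 SD, cut at about 25% in these data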
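Test system: Procaspase-7 triple mutant (PC-7 D3A). Also added: Ac-DEVD-pNA substrate, 400 µM as added. Schedule: 1 h enzyme–compound preincubation and 2 h substrate reaction, both 25 °C. Signal: p-Nitroaniline absorbance at 405 nm, read at 0 and 120 min. Control set: low DMSO alone, high DMSO plus 5 µM PC-7.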
proCasp3 act – activators of human procaspase-3 D3A mutant, primary screen, biochemical, absorbance, PC-3 D3A mutant, single concentration. Caspase-3 (Homo sapiens), P42574. recombinant procaspase-3 D3A, Ac-DEVD-pNA absorbance 405 nm. activation, % at 8.5 µM. 330,000 compounds, 0.11% hits;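 active means activation above the mean of all tested compounds plus 3 SD, cut at about 21% in these data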;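 further: 0% = DMSO alone and 100% = DMSO wells spiked with extra 5 µM PC-3 D3A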
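Assay system: Autoprocessing-dead procaspase-3 D3A mutant enzyme; also added: Ac-DEVD-pNA; doses: one concentration, 8.5 µM nominal, 0.8% DMSO; times: 1 h compound preincubation, 2 h substrate hydrolysis at 25 °C; technique: 405 nm absorbance of p-nitroaniline, reads at 0 and 120 min; measure: % activation between DMSO and enzyme-spiked controls; repeats: single replicate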
ZTA counter – ZTA (EBV) inhibition in EBNA-1 counter-screen; P03206; 320,000 compounds, 0.15% hits; inhibition, % at 11 µM; ZTA-DNA binding, fluorescence polarization; AID 2234; in the data active means inhibition above about 33%
EBNA-1 inhibitor – EBNA-1 DNA-binding inhibitors, primary screen, biochemical, fluorescence polarization | inhibition, % at 14.8 µM | 300,000 compounds, 0.34% hits | AID 1950, 2009; in the data active means inhibition above about 28%
MEP2-GFP yeast – modulators of MEP2-GFP levels in yeast, primary screen, S. cerevisiae, multiplex flow cytometry, MLPCN library | S. cerevisiae MEP2-GFP strain, 3 h; 100% = DMSO control level | GFP response vs DMSO, % at 10 µM | 330,000 compounds, 0.51% hits;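 active means GFP response versus DMSO above a set limit, roughly screen mean plus 3 SD, cut at about 180% in these data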;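 further: median GFP fluorescence of the barcode-gated MEP2-GFP cells per well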
LAP4-GFP MLPCN – modulators of LAP4-GFP expression in yeast, primary screen, S. cerevisiae, multiplex flow cytometry, MLPCN library. GFP response vs DMSO, % at 10 µM. 3 h; median GFP as percent of DMSO wells. 320,000 compounds, 0.34% hits;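 active means GFP response vs DMSO above a set limit, about the screen mean plus 3 SD, cut at about 150% in these data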
RPL19A TOR yeast – RPL19A-GFP expression modulators in yeast, primary screen, cell-based, S. cerevisiae, multiplex flow cytometry, MLPCN; S. cerevisiae RPL19A-GFP strain, 3 h; stronger effect = lower value; percent response vs DMSO, % at 10 µM; 330,000 compounds, 0.3% hits;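 active means percent response vs DMSO below 50%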;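 further: median channel GFP fluorescence of the barcoded RPL19A-GFP strain; ratio of sample median GFP to plate DMSO average so 100% = DMSO; lower means less RPL19A-GFP as with rapamycin TOR inhibition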
AHR act – AHR activators, primary screen, cell-based, luminescence, luciferase reporter, human. 320,000 compounds, 2.5% hits. AHR-responsive luciferase reporter cells. activation, % at 5 µM; in the data active means activation above about 47%;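 further: 0% = vehicle wells and 100% = reference agonist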
Starred values were filed as active, the others as inactive.

Results for O=C(NCCC1=CCCCC1)C1CCN(S(=O)(=O)c2ccc(Br)s2)CC1 ?
proCasp7 act: 12; proCasp3 act: 5; ZTA counter: -6; EBNA-1 inhibitor: 9; MEP2-GFP yeast: 109; LAP4-GFP MLPCN: 94; RPL19A TOR yeast: 109; AHR act: -1

What do the screens show for `CC(=O)c1ccc(OCc2ccccc2)c(C)c1O`?
proCasp7 act: -4; proCasp3 act: 5; ZTA counter: -20; EBNA-1 inhibitor: -17; AHR act: 0

Results for CCOC(=O)c1nnn2c1nc(SCC(C)=O)c1ccccc12 ?
proCasp7 act: -4; proCasp3 act: 1; ZTA counter: -8; EBNA-1 inhibitor: 6; MEP2-GFP yeast: 104; LAP4-GFP MLPCN: 128; RPL19A TOR yeast: 97; AHR act: 1

What do the screens show for `NC(=O)c1ccccc1OCCOc1ccc(Br)cc1`?
proCasp7 act: -8; proCasp3 act: -4; ZTA counter: 2; EBNA-1 inhibitor: -20; MEP2-GFP yeast: 101; LAP4-GFP MLPCN: 136; RPL19A TOR yeast: 100; AHR act: -2

Results for O=C(COC(=O)c1cccc(S(=O)(=O)Nc2ccc(F)cc2)c1)NCCN1C(=O)CSC1=O ?
proCasp7 act: 4; proCasp3 act: -9; ZTA counter: 4; EBNA-1 inhibitor: 3; MEP2-GFP yeast: 100; LAP4-GFP MLPCN: 102; RPL19A TOR yeast: 96; AHR act: 0

How did C/C(=N/NC(=O)CCc1c(C)n[nH]c1C)c1cccc([N+](=O)[O-])c1 do in these assays?
proCasp7 act: -2; proCasp3 act: -5; ZTA counter: -12; EBNA-1 inhibitor: -5; MEP2-GFP yeast: 95; LAP4-GFP MLPCN: 120; RPL19A TOR yeast: 99; AHR act: 20

What do the screens show for `O=C(c1ccccc1)c1ccc(OCC(O)CN2CCCC2)cc1` (stereo unspecified)?
proCasp7 act: 4; proCasp3 act: -1; ZTA counter: 8; EBNA-1 inhibitor: 0; MEP2-GFP yeast: 98; LAP4-GFP MLPCN: 101; RPL19A TOR yeast: 95; AHR act: 0

What do the screens show for `COc1ccc(NC(=S)NNC(=S)Nc2cccc(C(F)(F)F)c2)cc1`?
proCasp7 act: -11; proCasp3 act: -16; ZTA counter: -4; EBNA-1 inhibitor: 169*; MEP2-GFP yeast: 92; LAP4-GFP MLPCN: 99; RPL19A TOR yeast: 94; AHR act: 2

How did Cc1cc(Br)ccc1SCC(=O)NCC(c1ccco1)N1CCCCC1 (stereo unspecified) do in these assays?
proCasp7 act: -6; proCasp3 act: 5; ZTA counter: -10; EBNA-1 inhibitor: -12; MEP2-GFP yeast: 98; LAP4-GFP MLPCN: 111; RPL19A TOR yeast: 97; AHR act: 0

What do the screens show for `CN(CC(=O)Nc1ccc(F)cc1)C(=O)COC(=O)/C=C/c1ccc(OC(F)F)cc1`?
proCasp7 act: -8; proCasp3 act: -1; ZTA counter: -9; EBNA-1 inhibitor: 5; MEP2-GFP yeast: 92; LAP4-GFP MLPCN: 103; RPL19A TOR yeast: 97; AHR act: 0

Results for COc1ccc(C(=O)Nc2cc(C)ccc2NC(=O)COc2ccccc2)cc1 ?
proCasp7 act: -3; proCasp3 act: 3; ZTA counter: 18; EBNA-1 inhibitor: 11; MEP2-GFP yeast: 105; LAP4-GFP MLPCN: 91; RPL19A TOR yeast: 93; AHR act: 35

What do the screens show for `O=C(CNC(=O)C1CCCCC1)NNC(=O)c1ccccc1Br`?
proCasp7 act: -4; proCasp3 act: 4; ZTA counter: -10; EBNA-1 inhibitor: -2; MEP2-GFP yeast: 105; LAP4-GFP MLPCN: 101; RPL19A TOR yeast: 104; AHR act: 2

What do the screens show for `Cc1cc(C(=O)N/N=C/c2cccc([N+](=O)[O-])c2)c(C)n1-c1ccccc1`?
proCasp7 act: 3; proCasp3 act: 2; ZTA counter: -15; EBNA-1 inhibitor: -6; MEP2-GFP yeast: 96; LAP4-GFP MLPCN: 100; RPL19A TOR yeast: 98; AHR act: 13

How did Cc1ccc(C(=O)Nc2nnn(C)n2)cc1 do in these assays?
proCasp7 act: -2; proCasp3 act: 3; ZTA counter: -11; EBNA-1 inhibitor: -3; MEP2-GFP yeast: 102; LAP4-GFP MLPCN: 100; RPL19A TOR yeast: 101; AHR act: 6

How did COc1ccc(N2CCN(CCNC(=O)CCN3C(=O)COc4ccccc43)CC2)cc1 do in these assays?
proCasp7 act: 4; proCasp3 act: 1; ZTA counter: 3; EBNA-1 inhibitor: 11; MEP2-GFP yeast: 102; LAP4-GFP MLPCN: 91; RPL19A TOR yeast: 95; AHR act: 3

Arranged by count of non-hydrogen atoms (ascending): three of the compounds above
What do the screens show for `NC(=O)c1ccccc1OCCOc1ccc(Br)cc1`?
proCasp7 act: -8; proCasp3 act: -4; ZTA counter: 2; EBNA-1 inhibitor: -20; MEP2-GFP yeast: 101; LAP4-GFP MLPCN: 136; RPL19A TOR yeast: 100; AHR act: -2

Results for O=C(NCCC1=CCCCC1)C1CCN(S(=O)(=O)c2ccc(Br)s2)CC1 ?
proCasp7 act: 12; proCasp3 act: 5; ZTA counter: -6; EBNA-1 inhibitor: 9; MEP2-GFP yeast: 109; LAP4-GFP MLPCN: 94; RPL19A TOR yeast: 109; AHR act: -1

What do the screens show for `CN(CC(=O)Nc1ccc(F)cc1)C(=O)COC(=O)/C=C/c1ccc(OC(F)F)cc1`?
proCasp7 act: -8; proCasp3 act: -1; ZTA counter: -9; EBNA-1 inhibitor: 5; MEP2-GFP yeast: 92; LAP4-GFP MLPCN: 103; RPL19A TOR yeast: 97; AHR act: 0

Next part:
How did O=C(Nc1ccccc1Sc1ccccc1)C1CCCO1 (stereo unspecified) do in these assays?
proCasp7 act: 5; proCasp3 act: 14; ZTA counter: -3; EBNA-1 inhibitor: -13; MEP2-GFP yeast: 96; LAP4-GFP MLPCN: 98; RPL19A TOR yeast: 101; AHR act: 0

How did COc1ccc(/C=C/C(=O)Nc2cccc(S(=O)(=O)NC3=NCCCCC3)c2)c(OC)c1 do in these assays?
proCasp7 act: 1; proCasp3 act: 6; ZTA counter: 14; MEP2-GFP yeast: 108; LAP4-GFP MLPCN: 106; RPL19A TOR yeast: 105; AHR act: -7

What do the screens show for `CCn1nc(C(=O)NNS(=O)(=O)c2ccc(C)cc2)c2ccccc2c1=O`?
proCasp7 act: 5; proCasp3 act: -2; MEP2-GFP yeast: 108; LAP4-GFP MLPCN: 89; RPL19A TOR yeast: 102; AHR act: 2

How did COC(=O)c1cc(NC(=O)CN(C)Cc2ccccc2)cc(C(=O)OC)c1 do in these assays?
proCasp7 act: -2; proCasp3 act: -1; ZTA counter: 11; EBNA-1 inhibitor: -7; MEP2-GFP yeast: 106; LAP4-GFP MLPCN: 113; RPL19A TOR yeast: 106; AHR act: 0

Results for NC(N)=NS(=O)(=O)c1ccc(NC(=S)NC(=O)/C=C/c2ccco2)cc1 ?
proCasp7 act: -7; proCasp3 act: -9; ZTA counter: -14; EBNA-1 inhibitor: -4; MEP2-GFP yeast: 73; LAP4-GFP MLPCN: 92; RPL19A TOR yeast: 102; AHR act: 3

How did C[C@]12C(=O)N(c3cccc(F)c3)C(=O)N1[C@@H]1c3ccccc3OC[C@@H]1[C@H]2c1ccccc1 do in these assays?
proCasp7 act: -2; proCasp3 act: 3; ZTA counter: 2; EBNA-1 inhibitor: -3; MEP2-GFP yeast: 95; LAP4-GFP MLPCN: 107; RPL19A TOR yeast: 100; AHR act: 0

How did Cc1[nH]nc(N=CC2=C(O)CC(C)(C)CC2=O)c1-c1ccccc1 do in these assays?
proCasp7 act: -9; proCasp3 act: -5; ZTA counter: 4; EBNA-1 inhibitor: 0; MEP2-GFP yeast: 99; LAP4-GFP MLPCN: 101; RPL19A TOR yeast: 96; AHR act: 3

What do the screens show for `CN(C)c1cc[n+](CC(=O)Nc2ccc(Oc3ccccc3)cc2)cc1`?
proCasp7 act: -7; proCasp3 act: -6; ZTA counter: 5; EBNA-1 inhibitor: 1; MEP2-GFP yeast: 96; LAP4-GFP MLPCN: 108; RPL19A TOR yeast: 98; AHR act: 0

What do the screens show for `Oc1ccc(Cl)cc1C1=NCCNC(C(F)(F)C(F)F)=C1`?
proCasp7 act: 2; proCasp3 act: -12; ZTA counter: 20; EBNA-1 inhibitor: 11; MEP2-GFP yeast: 102; LAP4-GFP MLPCN: 89; RPL19A TOR yeast: 102; AHR act: 0

How did COc1ccc(CN(CC(=O)NCc2ccco2)C(=O)CNS(=O)(=O)c2ccc(C)cc2)cc1 do in these assays?
proCasp7 act: -3; proCasp3 act: -4; ZTA counter: -6; EBNA-1 inhibitor: -4; MEP2-GFP yeast: 96; LAP4-GFP MLPCN: 92; RPL19A TOR yeast: 99; AHR act: -1

What do the screens show for `O=c1c2ccccc2nc(/C=C/c2c[nH]c3ccccc23)n1-c1ccc([N+](=O)[O-])cc1`?
proCasp7 act: 10; proCasp3 act: -8; ZTA counter: 9; EBNA-1 inhibitor: 16; MEP2-GFP yeast: 109; LAP4-GFP MLPCN: 102; RPL19A TOR yeast: 108; AHR act: 27

What do the screens show for `CCCCCC(C)NC(=O)CN1C(=O)NC(C)(c2ccc3ccccc3c2)C1=O` (stereo unspecified)?
proCasp7 act: 5; proCasp3 act: -1; ZTA counter: 11; EBNA-1 inhibitor: -3; MEP2-GFP yeast: 103; LAP4-GFP MLPCN: 98; RPL19A TOR yeast: 106; AHR act: 1

Results for CN=C1CC(C)(C)CC(=O)/C1=C(/O)CCC(=O)NC ?
proCasp7 act: 3; proCasp3 act: 7; ZTA counter: -7; EBNA-1 inhibitor: 11; MEP2-GFP yeast: 155; LAP4-GFP MLPCN: 117; RPL19A TOR yeast: 96; AHR act: -2

How did COC(=O)c1cc(NS(=O)(=O)c2ccc(N3CCOCC3)c(N)c2)cc(C(=O)OC)c1 do in these assays?
proCasp7 act: -6; proCasp3 act: 1; ZTA counter: 16; EBNA-1 inhibitor: 11; MEP2-GFP yeast: 93; LAP4-GFP MLPCN: 87; RPL19A TOR yeast: 100; AHR act: 0

How did COc1cc2c(cc1OC)C(C(=O)NC1CC1)C1c3ccccc3CCN1C2=O (stereo unspecified) do in these assays?
proCasp7 act: 0; proCasp3 act: 10; ZTA counter: 6; EBNA-1 inhibitor: 2; MEP2-GFP yeast: 94; LAP4-GFP MLPCN: 106; RPL19A TOR yeast: 96; AHR act: 1

What do the screens show for `CC(C)(C)C(=O)Nc1cc2c3c(c1)CCC(=O)N3CCC2`?
proCasp7 act: -2; proCasp3 act: -2; ZTA counter: -3; EBNA-1 inhibitor: 1; MEP2-GFP yeast: 115; LAP4-GFP MLPCN: 105; RPL19A TOR yeast: 105; AHR act: 5

Results for O=C(/C=C/c1ccc(Cl)cc1)N1CCN(c2ccc(Cl)cc2[N+](=O)[O-])CC1 ?
proCasp7 act: 9; proCasp3 act: -2; ZTA counter: 12; EBNA-1 inhibitor: -1; MEP2-GFP yeast: 95; LAP4-GFP MLPCN: 121; RPL19A TOR yeast: 94; AHR act: 3

How did Cc1cc2cc(CN(CC3CCCO3)C(=O)c3cnccn3)c(=O)[nH]c2cc1C (stereo unspecified) do in these assays?
proCasp7 act: -3; proCasp3 act: -5; ZTA counter: 10; EBNA-1 inhibitor: 5; MEP2-GFP yeast: 94; LAP4-GFP MLPCN: 91; RPL19A TOR yeast: 98; AHR act: 6

How did CC(=O)c1ccc(N2CCN(C(=O)/C=C/c3cccs3)CC2)cc1 do in these assays?
proCasp7 act: 7; proCasp3 act: -2; ZTA counter: 9; EBNA-1 inhibitor: 7; MEP2-GFP yeast: 96; LAP4-GFP MLPCN: 101; RPL19A TOR yeast: 94; AHR act: -1
